Myeloid diff MLP – promotes myeloid progenitor differentiation; AID 624256; 1% of 360,000 active; calls only at 10 µM; ER-HoxA9 myeloid progenitors, lysozyme-GFP differentiation, flow cytometry;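 active = normalized GFP-positive differentiation at or above the plate's own cutoff, the solvent-only control mean plus 3 SD; inconclusive = no clear call, values can overlap the other calls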;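 note: cells exposed to compound for four days before flow analysis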
XIAP antagonists – small molecules displacing peptide from XIAP – biochemical, IAP family, fluorescence polarization (AID 1018); XIAP BIR domain, fluorescence polarization peptide displacement; higher % means a stronger effect; one-dose displacement, % at 20 µM; IC50 in µM for titrated hits; 0.007% of 200,000 active; in the data active = displacement above about 50%; note: a part of the inactive calls stands beside numbers as strong as those of hits
WT yeast gro inh – growth inhibition of WT yeast, mitochondrial fusion screen. AID 1362. mitochondrial fusion phenotypic screen, WT strain. inhibition, % at 10 µM. 2.1% of 190,000 active; in the data active = inhibition above about 58%; tested in S. cerevisiae
PMI inhibitors – inhibitors of human PMI, primary screen, biochemical, fluorescence intensity, coupled assay (AID 1209); purified PMI enzyme, coupled fluorescence intensity; higher % means a stronger effect; inhibition, % at 20 µM; hits with a dose series show IC50 in µM; 0.42% of 190,000 active;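 note: plate controls were DMSO vehicle for no effect and wells lacking substrate for full effect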
RSV CPE inhibition – RSV antiviral activity via CPE protection, HEp-2 cells, primary 10 µM value included (AID 2391). HEp-2 cells, RSV-induced CPE inhibition; higher % means a stronger effect. CPE inhibition, % at 10 µM, or IC50 in µM where a hit was titrated. 0.13% of 310,000 active; in the data active = a potency from the dose series; inconclusive = CPE inhibition mostly from about 23% at the one dose, without a potency; inactive = the rest, 99 in 100 with CPE inhibition below about 21%; note: strong numbers were not always called active
TNAP activation fold – human TNAP enzyme activators, primary screen, biochemical, luminescent, no phosphate acceptor, uHTS (AID 1001). purified TNAP, luminescent activation assay, no phosphate acceptor; higher activation fold means a stronger effect. one-dose activation fold at 20 µM; EC50 in µM for titrated hits. 0.03% of 200,000 active; in the data active = activation fold from about 3, or a potency from the dose series; inactive = the rest, 99 in 100 with activation fold below about 1.6; note: many of its hits are not listed in these tables
human PMI inhibitors – human PMI inhibitors, high substrate, primary screen, biochemical, fluorescence intensity, high mannose 6-phosphate (AID 1220). recombinant PMI enzyme, coupled fluorescence intensity; higher % means a stronger effect. inhibition, % at 20 µM, or IC50 in µM where a hit was titrated. 0.66% of 190,000 active
PhoP inhibition – inhibitors of PhoP regulon expression, primary screen, Salmonella Typhimurium, GFP reporter (AID 1863); 0.16% of 300,000 active; inhibition, % at 50 µM; hits with a dose series show IC50 in µM; S. Typhimurium PhoP-regulated promoter GFP reporter, 4 h; higher % means a stronger effect;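 active = inhibition over 29.93%, a cutoff 3 SD above the screen mean, later confirmed by dose response; inconclusive = inhibition over 29.93% but no dose response follow-up; inactive = inhibition at most 29.93% or unconfirmed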;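 note: 0% = low Mg2+ inducing control and 100% = high Mg2+ repressing control; strong numbers were not always called active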
Siah-1 displacement – Siah-1 peptide-binding antagonists, primary screen, biochemical, fluorescence polarization, rhodamine-plectin, uHTS (AID 1817); 0.02% of 290,000 active; displacement, % at 20 µM, or IC50 in µM where a hit was titrated; Siah-1 / rhodamine-plectin peptide fluorescence polarization; higher % means a stronger effect;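 active = displacement of at least 50% at 20 µM, with a fluorescence ratio check between 0.3 and a set limit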;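 note: plate controls were Siah plus tracer with DMSO for no effect and tracer alone without Siah for full effect; strong numbers were not always called active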
WT yeast gro inh mutant strain – second read-out of WT yeast gro inh, no call of its own (marks repeat the call); inhibition, %; mitochondrial fusion phenotypic screen, mutant strain inhibition
Myeloid diff MLP GFP+ MAC1+ % – also measured in Myeloid diff MLP; calls as there; GFP+ MAC1+ double positive, %; measured here: differentiation confirmed by MAC1 staining
* = called active by the depositor. Cut-off read from the data, not from the text of the source, unless noted: active = inhibition above about 50%; inactive = the rest. The order is random, and some 3.1% of all compounds hit somewhere here.

What do the screens show for `CCNC(=O)NC(=O)C(C)OC(=O)[C@H](C)NS(=O)(=O)c1c(C)c(C)cc(C)c1C` (stereo not given in full)?
Myeloid diff MLP: inactive; RSV CPE inhibition: 2.1%; PhoP inhibition: -3.6%; Siah-1 displacement: -1.3%; Myeloid diff MLP GFP+ MAC1+ %: 0.3

Results for Cc1ccc(CNC(=O)C2CC(c3cccc(F)c3)=NO2)cc1 (stereo not given) ?
Myeloid diff MLP: inactive; RSV CPE inhibition: 0.8%; PhoP inhibition: 0.0%; Siah-1 displacement: -6.2%; Myeloid diff MLP GFP+ MAC1+ %: 1.1

What do the screens show for `Cc1ccc(NC(=O)CC2SC3=NCCN3C2=O)cc1` (stereo not given)?
Myeloid diff MLP: inactive; XIAP antagonists: -3.9%; WT yeast gro inh: 3.6; PMI inhibitors: -19.9%; RSV CPE inhibition: 0.2%; TNAP activation fold: 1.1; human PMI inhibitors: -38.7%; PhoP inhibition: 3.0%; Siah-1 displacement: 18.3%; WT yeast gro inh mutant strain: 2.1; Myeloid diff MLP GFP+ MAC1+ %: 0.9

How did Cc1ccc(-c2sc(-c3cccnc3)nc2CC(=O)O)cc1 do in these assays?
Myeloid diff MLP: inactive; XIAP antagonists: -5.7%; WT yeast gro inh: 3.5; PMI inhibitors: -16.8%; RSV CPE inhibition: -1.6%; TNAP activation fold: 1.1; human PMI inhibitors: -17.3%; PhoP inhibition: 9.6%; Siah-1 displacement: 2.0%; WT yeast gro inh mutant strain: 13.0; Myeloid diff MLP GFP+ MAC1+ %: 0.5

How did CCCn1c(N)c(C(=O)COC(=O)c2c(C)noc2C)c(=O)n(C)c1=O do in these assays?
Myeloid diff MLP: inactive; XIAP antagonists: -8.3%; WT yeast gro inh: 6.5; PMI inhibitors: 0.6%; RSV CPE inhibition: 0.2%; TNAP activation fold: 1.1; human PMI inhibitors: 2.9%; PhoP inhibition: 31.7%; Siah-1 displacement: -0.4%; WT yeast gro inh mutant strain: 8.2; Myeloid diff MLP GFP+ MAC1+ %: 1.1

How did CCOc1ccc(CSC(=N)N)cc1 do in these assays?
Myeloid diff MLP: inactive; XIAP antagonists: -3.4%; WT yeast gro inh: 11.4; PMI inhibitors: 7.4%; RSV CPE inhibition: 1.6%; TNAP activation fold: 0.8; human PMI inhibitors: -2.6%; PhoP inhibition: -0.6%; Siah-1 displacement: -4.2%; WT yeast gro inh mutant strain: -4.1; Myeloid diff MLP GFP+ MAC1+ %: 1.4

How did Cc1cc(C)c2c(=O)n(CC(=O)N3CCC(N4CCCCC4)CC3)sc2n1 do in these assays?
Myeloid diff MLP: inactive; XIAP antagonists: -3.8%; WT yeast gro inh: 6.8; PMI inhibitors: -4.9%; RSV CPE inhibition: 2.6%; TNAP activation fold: 1.1; human PMI inhibitors: -13.8%; PhoP inhibition: 8.1%; Siah-1 displacement: -2.4%; WT yeast gro inh mutant strain: 15.3; Myeloid diff MLP GFP+ MAC1+ %: 3.0

Results for Cc1cc(NC(=O)COC(=O)[C@H](C)NC(=O)c2ccccc2)no1 ?
Myeloid diff MLP: inactive; XIAP antagonists: -6.1%; PMI inhibitors: -9.8%; RSV CPE inhibition: -0.1%; TNAP activation fold: 1; human PMI inhibitors: 1.5%; PhoP inhibition: 8.1%; Siah-1 displacement: -0.7%; Myeloid diff MLP GFP+ MAC1+ %: 0.9

Results for COc1ccc(CCCc2nnc(SCC(=O)Nc3cc(C)c(C)cc3Br)o2)cc1 ?
Myeloid diff MLP: inactive; XIAP antagonists: 3.4%; WT yeast gro inh: -4.2; PMI inhibitors: -12.1%; RSV CPE inhibition: 1.0%; TNAP activation fold: 1.3; human PMI inhibitors: 4.5%; PhoP inhibition: -6.3%; Siah-1 displacement: 2.2%; WT yeast gro inh mutant strain: -15.8; Myeloid diff MLP GFP+ MAC1+ %: 0.6

How did COc1ccc(/C=N/NS(=O)(=O)c2ccccc2)cc1OS(=O)(=O)c1ccc(C)cc1 do in these assays?
Myeloid diff MLP: inactive; XIAP antagonists: -4.0%; WT yeast gro inh: 8.8; PMI inhibitors: 13.6%; RSV CPE inhibition: 3.9%; TNAP activation fold: 1; human PMI inhibitors: 9.6%; PhoP inhibition: 18.2%; Siah-1 displacement: 1.8%; WT yeast gro inh mutant strain: 13.9; Myeloid diff MLP GFP+ MAC1+ %: 0.7

How did CCOC(=O)N/N=C\c1ccc(-c2cccc(C(F)(F)F)c2)o1 do in these assays?
Myeloid diff MLP: inactive; XIAP antagonists: 0.9%; WT yeast gro inh: 19.5; PMI inhibitors: 0.8%; RSV CPE inhibition: 6.3%; TNAP activation fold: 1; human PMI inhibitors: 11.1%; PhoP inhibition: -12.4%; Siah-1 displacement: -0.7%; WT yeast gro inh mutant strain: 12.7; Myeloid diff MLP GFP+ MAC1+ %: 0.3

Results for CC(=O)NC1(C(F)(F)F)C(=O)Nc2c1c(=O)n(C)c(=O)n2C (stereo not given) ?
Myeloid diff MLP: inactive; XIAP antagonists: -5.4%; WT yeast gro inh: -14.7; PMI inhibitors: -3.3%; RSV CPE inhibition: 1.0%; TNAP activation fold: 1; human PMI inhibitors: -4.7%; PhoP inhibition: -20.5%; Siah-1 displacement: -0.3%; WT yeast gro inh mutant strain: 26.0; Myeloid diff MLP GFP+ MAC1+ %: 0.7

What do the screens show for `CCOc1cc(S(=O)(=O)NCCCN2CCOCC2)ccc1F`?
Myeloid diff MLP: inactive; RSV CPE inhibition: 0.8%; PhoP inhibition: -12.5%; Siah-1 displacement: 0.5%; Myeloid diff MLP GFP+ MAC1+ %: 1.2

What do the screens show for `CC(C)(C)c1ccccc1OCCOCCNCc1ccccc1`?
Myeloid diff MLP: inactive; XIAP antagonists: -4.0%; WT yeast gro inh: 45.0; PMI inhibitors: 5.9%; RSV CPE inhibition: 0.4%; TNAP activation fold: 1.1; human PMI inhibitors: 2.6%; PhoP inhibition: 2.0%; Siah-1 displacement: 2.4%; WT yeast gro inh mutant strain: 33.1; Myeloid diff MLP GFP+ MAC1+ %: 0.3

What do the screens show for `Cc1cccc(C)c1N1C(=O)CC(N2CCSCC2)C1=O` (stereo not given)?
Myeloid diff MLP: inactive; RSV CPE inhibition: 3.4%; PhoP inhibition: -4.9%; Siah-1 displacement: -2.8%; Myeloid diff MLP GFP+ MAC1+ %: 0.4

How did COc1ccc(OC)c(NC(=O)CCC(=O)Oc2ccc(C)cc2)c1 do in these assays?
Myeloid diff MLP: inactive; RSV CPE inhibition: 1.2%; PhoP inhibition: -2.6%; Siah-1 displacement: 0.0%; Myeloid diff MLP GFP+ MAC1+ %: 0.2

How did O/N=C(/CCc1ccccc1)c1ccc2c(c1)OCCO2 do in these assays?
Myeloid diff MLP: inactive; XIAP antagonists: -6.1%; WT yeast gro inh: 11.3; PMI inhibitors: 18.0%; RSV CPE inhibition: 0.7%; TNAP activation fold: 1; human PMI inhibitors: 14.1%; PhoP inhibition: 9.2%; Siah-1 displacement: 11.0%; WT yeast gro inh mutant strain: 4.7; Myeloid diff MLP GFP+ MAC1+ %: 0.5

How did Cc1cccc(NS(=O)(=O)c2ccc(C)c(C(=O)OCC(=O)Nc3cc(C)on3)c2)c1 do in these assays?
Myeloid diff MLP: inactive; XIAP antagonists: -19.4%; WT yeast gro inh: 5.9; PMI inhibitors: 22.2%; RSV CPE inhibition: 30.8µM*; TNAP activation fold: 1.1; human PMI inhibitors: 15.1%; PhoP inhibition: -10.1%; Siah-1 displacement: 2.6%; WT yeast gro inh mutant strain: 27.8; Myeloid diff MLP GFP+ MAC1+ %: 0.8

Results for Cc1[nH]n(-c2ccccc2)c(=O)c1/C=N\NC(=O)C1COc2ccccc2O1 (stereo not given) ?
Myeloid diff MLP: inactive; XIAP antagonists: 1.0%; WT yeast gro inh: -3.5; PMI inhibitors: 4.3%; RSV CPE inhibition: 0.6%; TNAP activation fold: 1.1; human PMI inhibitors: -24.0%; PhoP inhibition: 1.5%; Siah-1 displacement: -6.5%; WT yeast gro inh mutant strain: -0.5; Myeloid diff MLP GFP+ MAC1+ %: 1.0

How did CC(=O)Nc1ccc(S(=O)(=O)Nc2nc3ccccc3nc2Nc2ccc3ccccc3c2)cc1 do in these assays?
Myeloid diff MLP: inactive; XIAP antagonists: -0.3%; WT yeast gro inh: 10.7; PMI inhibitors: -7.1%; RSV CPE inhibition: inconclusive; TNAP activation fold: 1; human PMI inhibitors: -4.6%; PhoP inhibition: -1.1%; Siah-1 displacement: -0.1%; WT yeast gro inh mutant strain: -8.9; Myeloid diff MLP GFP+ MAC1+ %: 1.8

Results for O=C(NC1CCCCC1)c1cc([N+](=O)[O-])[nH]n1 ?
Myeloid diff MLP: inactive; XIAP antagonists: -3.2%; WT yeast gro inh: -2.0; PMI inhibitors: 15.9%; RSV CPE inhibition: 9.9%; TNAP activation fold: 1.1; human PMI inhibitors: 15.8%; PhoP inhibition: 0.5%; Siah-1 displacement: -2.0%; WT yeast gro inh mutant strain: 6.6; Myeloid diff MLP GFP+ MAC1+ %: 0.5

Results for O=C(COC(=O)c1cncc(Br)c1)NC1CCCC1 ?
Myeloid diff MLP: inactive; XIAP antagonists: -2.4%; WT yeast gro inh: -6.8; PMI inhibitors: -10.2%; RSV CPE inhibition: 3.1%; TNAP activation fold: 1.1; human PMI inhibitors: -1.2%; PhoP inhibition: -3.2%; Siah-1 displacement: -2.3%; WT yeast gro inh mutant strain: 0.7; Myeloid diff MLP GFP+ MAC1+ %: 0.5

What do the screens show for `Cc1ccsc1C(=O)N1CCCC(CO)(Cc2ccccc2)C1` (stereo not given)?
Myeloid diff MLP: inactive; RSV CPE inhibition: 5.8%; PhoP inhibition: 1.8%; Siah-1 displacement: 1.0%; Myeloid diff MLP GFP+ MAC1+ %: 0.5

How did N#Cc1nc(-c2ccco2)oc1NCc1ccccc1Cl do in these assays?
Myeloid diff MLP: inactive; RSV CPE inhibition: 2.0%; PhoP inhibition: -0.2%; Siah-1 displacement: -1.9%; Myeloid diff MLP GFP+ MAC1+ %: 0.6

How did O=C(c1ccco1)N1CCN(CC(=O)N2c3ccccc3CCc3ccccc32)CC1 do in these assays?
Myeloid diff MLP: inactive; XIAP antagonists: -5.3%; WT yeast gro inh: -2.5; PMI inhibitors: 17.4%; RSV CPE inhibition: 2.9%; TNAP activation fold: 1; human PMI inhibitors: 8.9%; PhoP inhibition: 2.7%; Siah-1 displacement: 0.6%; WT yeast gro inh mutant strain: -3.7; Myeloid diff MLP GFP+ MAC1+ %: 0.9

From PubChem
